# Screens deposited in PubChem by several laboratories.
# PDI inh: blocks human protein disulfide isomerase activity | PDI insulin aggregation turbidity, A650, 90 min | P07237 | inhibition, % at 10 µM | 350,000 tested, 0.052% active;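 active = mean inhibition across replicates of 30% or more, whatever share of single replicates reach that level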;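 also: absorbance from insulin aggregation driven by PDI reduction with DTT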
# Target sequence (P07237 whole entry, looked up): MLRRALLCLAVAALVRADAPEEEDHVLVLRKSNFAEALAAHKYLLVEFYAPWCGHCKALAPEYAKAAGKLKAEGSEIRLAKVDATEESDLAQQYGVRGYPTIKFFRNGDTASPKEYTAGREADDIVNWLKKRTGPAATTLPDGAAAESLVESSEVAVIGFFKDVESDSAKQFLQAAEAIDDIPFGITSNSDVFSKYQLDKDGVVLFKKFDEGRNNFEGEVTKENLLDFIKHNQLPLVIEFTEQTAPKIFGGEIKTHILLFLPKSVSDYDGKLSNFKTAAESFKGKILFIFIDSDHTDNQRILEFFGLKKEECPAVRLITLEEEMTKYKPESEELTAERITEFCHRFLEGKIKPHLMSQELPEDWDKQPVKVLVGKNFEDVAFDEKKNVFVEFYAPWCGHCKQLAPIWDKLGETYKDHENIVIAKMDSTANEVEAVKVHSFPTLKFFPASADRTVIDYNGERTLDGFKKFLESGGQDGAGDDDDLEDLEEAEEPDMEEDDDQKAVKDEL
# Granule exo inh: lytic granule exocytosis inhibition; TALL-104 LAMP-1 surface exposure, flow cytometry; cells stimulated with thapsigargin and PMA; inhibition, % at 10 µM; 360,000 tested, 0.66% active; AID 651702;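 active = inhibition above about 55%, limit read from the data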
# HTR2A ag: activates the mouse 5-HT2A serotonin receptor; P35363; CHO-K1 mHTR2A beta-arrestin complementation, luminescence; percent of 30 µM serotonin response; activation, % at 7.6 µM; 360,000 tested, 0.66% active;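 active = activation above a run cutoff, the mean activation of all tested compounds plus 3 SD, cut at about 14% in these data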;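 also: 0% = plate median of compound wells and 100% = 30 µM serotonin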
# ABCB6 inh MLPCN: inhibitors of human ABC transporter ABCB6. K562-ABCB6 porphyrin accumulation, flow cytometry, 1 h; active compounds read low. fluorescence ratio to DMSO, % at 10 µM. 360,000 tested, 0.19% active;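 active = fluorescence ratio to DMSO below 75%, the collection mean minus 3 SD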;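 also: signal is porphyrin accumulated inside mitochondria; 100% equals median channel fluorescence of DMSO control wells; lower ratio means ABCB6 inhibition with less porphyrin fluorescence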
# Glyco luc inh: N-linked glycosylation inhibition. D54 ERlucT glycosylation luciferase reporter, 24 h; percent of 100 nM tunicamycin response. reporter increase, % at 12.5 µM. 360,000 tested, 0.23% active;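 active = mean luciferase reporter signal, scaled so untreated is 0 and the glycosylation-blocking control 100, at or above a set limit in every replicate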;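 also: luciferase carries N-glycosylation sites so blocking glycosylation raises the light; 0% = median of neutral control wells and 100% = median of 100 nM tunicamycin wells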
# MC4R antagonist: human MC4R antagonism in cAMP assay; P32245; 360,000 tested, 0.48% active; MC4R-expressing cells, MTII-stimulated cAMP, LANCE TR-FRET; inhibition, % at 6.5 µM;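 active = inhibition above its plate's cutoff, the mean of tested wells on that plate plus 3 SD, cut at about 29% in these data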;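 also: 0% = Melanotan II alone and 100% = Melanotan II plus saturating MCL0020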
# Target sequence (P32245 whole entry, looked up): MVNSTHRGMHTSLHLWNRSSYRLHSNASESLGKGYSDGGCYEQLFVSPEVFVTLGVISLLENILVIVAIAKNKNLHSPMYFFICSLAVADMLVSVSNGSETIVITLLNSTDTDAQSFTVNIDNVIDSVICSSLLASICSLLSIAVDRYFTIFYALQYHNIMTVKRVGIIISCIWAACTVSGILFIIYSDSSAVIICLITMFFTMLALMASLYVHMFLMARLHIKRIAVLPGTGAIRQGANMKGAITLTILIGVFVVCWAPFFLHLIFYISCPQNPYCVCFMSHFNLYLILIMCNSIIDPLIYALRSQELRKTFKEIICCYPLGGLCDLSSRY
#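 material = U2OS cells stably expressing human melanocortin 4 receptor (MC4R) | also added = Melanotan II challenge | dosing = single nominal compound dose of 6.5 µM | detection = TR-FRET with Eu-cAMP and labeled anti-cAMP, 671 nm | replication = singlicate | timing = compound 30 min, challenge 1 h, detection 1 h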
# CaV13 ICDI inh: Primary screen for inhibitors of IQ motif and Ca2+-dependent inactivation inhibitor domain binding in CACNA1D, Förster resonance energy transfer in living cells, …; HEK cells, CFP/YFP FRET ICDI-IQ, plate reader, 10 min; percent FRET-ratio fall versus neutral wells; inhibition, % at 12.3 µM; 340,000 tested, 0.098% active; AID 743397;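 active = mean replicate inhibition of at least 30% and at least 1% of replicates passing that level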;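 also: 0% = median of the neutral control wells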
# ABHD5-PLIN5 inh: blocks binding of human ABHD5 to perilipin-5 | AID 602281 | inhibition, % at 4 µM | 360,000 tested, 0.78% active | Split G. princeps luciferase complementation, luminescence, 4 h | Q00G26+Q8WTS1;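 active = inhibition above the mean inhibition across every tested compound plus 3 SD, cut at about 22% in these data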;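 also: 0% = DMSO only wells and the 100% control is not disclosed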
# Cardio protect: protects H9c2 cardiomyocytes from peroxide injury; H2O2 injury protection, ATPLite, 2 h; protection from H2O2 cell death, % at 20 µM; 360,000 tested, 0.63% active; AID 588492;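 active = compounds giving at least 50% protection of heart cells from peroxide-induced death in the single-dose screen, raw or plate-pattern-corrected value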;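 also: 0% = DMSO wells with peroxide and 100% = DMSO wells without peroxide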
# MC4R ag barr: activates human MC4R beta-arrestin recruitment | U2OS MC4R beta-arrestin complementation, luminescence; percent of melanotan II response, DMSO zero | activation, % at 8.9 µM | AID 540308 | 360,000 tested, 0.98% active;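 active = activation above a per-plate cutoff, the mean activation of sample wells on that plate plus 3 SD, cut at about 8% in these data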
# Active calls of the source: *; . = not tested or not shown.
Molecule	PDI inh	Granule exo inh	HTR2A ag	ABCB6 inh MLPCN	Glyco luc inh	MC4R antagonist	CaV13 ICDI inh	ABHD5-PLIN5 inh	Cardio protect	MC4R ag barr
O=C(NNC(=O)c1ccc2ncccc2c1)c1ccc(Cl)cc1	0	0	2	95	1	19	-7	-11	6	1.5
Cc1ccc(NC(=O)NCc2cccnc2)cc1C	13	0	-1	90	1	1	.	2	-4	-2.0
O=C(CCc1nnc2ccc(N3CCOCC3)nn12)Nc1ccc(F)cc1F	5	-4	4	101	2	16	-14	-2	0	-1.7
O=C(Nc1ccccc1Br)C1CCC(=O)N1Cc1ccccc1Cl (centres undefined)	16	-1	1	98	2	-2	-5	-3	-16	-0.9
O=C(Nc1ccccc1Cc1ccccc1)c1ccncc1	0	-2	-3	102	0	-4	-11	-8	11	-0.5
CC(=O)c1ccc(-c2ccc(C(=O)N(C)c3c(N)n(Cc4ccccc4)c(=O)[nH]c3=O)o2)cc1	-2	-4	-2	95	0	5	-1	-5	8	-4.3
C[C@@H]1CCCCO[C@H](CN(C)Cc2ccc(C(=O)O)cc2)[C@H](C)CN([C@@H](C)CO)C(=O)c2cc(NC(=O)Nc3ccc(C(F)(F)F)cc3)ccc2O1	-2	0	0	100	0	0	-3	0	-3	-1.2
Cn1nc(-c2ccc(OCC(=O)NCC3CCCO3)cc2)c2ccccc2c1=O (centres undefined)	5	-4	4	92	0	2	.	-6	-25	0.1
O=C(CCNS(=O)(=O)/C=C/c1ccccc1)NCCc1c[nH]c2ccccc12	-8	2	1	100	2	17	-18	1	-2	-0.4
CC(=O)c1ccc(NC(=O)c2ccc(C)c(Br)c2)cc1	-4	-2	-5	99	-12	9	-5	4	-4	0.4
Cc1ccc(S(=O)(=O)N/N=C\c2ccccc2OCc2ccccc2)cc1	-6	4	-4	93	11	-8	-5	-10	-8	2.5
Cc1c(S(=O)(=O)N2CCCCC2)c(=O)n(C)c(=O)n1C	0	-2	-3	89	2	0	-16	3	5	-5.5
CC(C)Oc1cccc(C(=O)C2CCCN(Cc3cccn3-c3cccnc3)C2)c1 (centres undefined)	7	5	-5	94	-6	-1	-4	0	-12	0.7
CCCCC(=O)Nc1ccc(NC(=O)c2cc(OC)c(OC)c(OC)c2)cn1	2	-1	-1	100	1	0	-4	-3	16	-0.9
COc1ccc(C(=O)Nc2ccccc2C(=O)N/N=C/c2ccncc2)cc1OC	-7	-1	8	99	-6	3	-8	8	-18	-1.3
Cc1ccc(C2(CC(=O)N3CCCC3)CCOC(C(C)C)C2)cc1 (centres undefined)	-2	-2	1	98	-1	14	-4	1	4	-1.1
CCOC(=O)c1sc2ccccc2c1OC(=O)c1ccc(C)cc1	1	2	-1	95	4	5	.	-1	-3	14*
Cc1ccc(C(=O)COC(=O)CNC(=O)COc2ccccc2C)cc1C	1	-2	-2	95	5	3	-4	-2	0	-1.4
COc1cccc(NC(=O)CN(C)C(=O)CN2C(=O)NC(C)(c3ccc4ccccc4c3)C2=O)c1 (centres undefined)	22	-2	-4	95	4	5	-4	6	-6	-4.6
O=c1c2ccccc2nc(SCc2cc(F)cc3c2OCOC3)n1Cc1ccco1	13	1	3	106	-2	6	-9	4	-2	1.6
Cc1nc(SCC(=O)Nc2c(C)n(C)n(-c3ccccc3)c2=O)nc(C)c1C	6	2	3	104	0	-2	.	-2	8	-2.0
Cc1ccc(S(=O)(=O)NCC2CCCO2)cc1 (centres undefined)	1	-16	0	98	1	15	-20	-3	7	-0.7
NS(=O)(=O)OCCCc1ccc(C(F)(F)F)cc1	-8	-5	9	94	2	0	-11	5	1	-0.9
Cc1cc(C)c(C)c(S(=O)(=O)N2CCN(c3ncnc4ccccc34)CC2)c1C	-3	-2	4	92	-7	17	-7	4	-20	-0.8
O=C(NC1CC2CCCC(C1)N2Cc1cccs1)N1CCOCC1 (centres undefined)	1	-1	4	96	2	8	-4	4	4	-0.7
COc1cc(SC)ccc1C(=O)Nc1cc(C)c(OCC(=O)N2CCOCC2)c(C)c1	3	4	1	95	0	4	-3	14	8	-4.0
COc1ccccc1C(=O)N/C(=C/c1cccc([N+](=O)[O-])c1)C(=O)Nc1cccc(C(=O)O)c1	-2	-4	-1	102	1	-3	-5	-1	10	-1.0
O=C(/C=C/c1ccco1)c1cccnc1	-3	-1	-1	99	3	5	-3	9	-3	-0.8
Nc1ccc(S(=O)(=O)Nc2nc(-c3ccccc3)cc(-c3ccccc3)n2)cc1	2	-4	2	99	6	13	-13	-4	6	-2.8
COc1cc(C(=O)Nc2ccc(C)cn2)ccc1OCC(=O)N1CCOCC1	-1	-1	-1	97	1	5	-4	5	0	-2.7
CC(C)NC(=O)c1cccc(NC(=O)CC2SC(N3CCCCC3)=NC2=O)c1 (centres undefined)	-7	7	13	100	3	3	-14	10	1	-3.0
COc1ccc([C@@H]2[C@@H]3C(=O)N(C(C)(C)C)C(=O)[C@@H]3[C@]3(Cc4ccc(Cl)cc4)C(=O)N(c4ccc(C)cc4)C(=O)N23)cc1	2	-4	1	104	2	19	-11	2	-3	-0.3
COC(=O)c1ccccc1NC1CC(=O)N(c2c(C)cccc2C)C1=O (centres undefined)	-7	1	-1	94	1	0	-8	3	5	0.8
CS(=O)(=O)N(CC(=O)N1CCc2ccccc2C1)c1ccc(Br)cc1	-8	9	-3	95	-3	-1	5	5	2	0.1
COc1ccc(C(=O)OCCc2ccc(O)cc2)cc1	1	-3	6	98	-4	9	-5	-2	-17	0.3
O=C(N/C(=C/c1ccc([N+](=O)[O-])cc1)C(=O)N1CCCC1)c1ccccc1	-2	-44	2	95	-1	9	-5	6	-1	-1.9
CCCOc1ccc(S(=O)(=O)N2CCN(C)CC2)c2ccccc12	7	-2	-14	93	-1	5	-4	0	-5	1.0
COC(=O)CSc1ncc(S(=O)(=O)c2ccccc2)c(=O)[nH]1	3	-3	2	93	-1	-4	-5	0	4	-0.6
Cc1ccccc1OCC(=O)Nc1nc(-c2ccncc2)cs1	-5	12	-11	88	-3	18	-2	1	-4	-2.7
Cc1ccc(NC(=O)c2cn(CCC#N)nc2-c2cccs2)c([N+](=O)[O-])c1	11	0	2	97	8	7	-3	1	1	-1.2
C=C(C)CN(CC)c1nc(N)c2c(N)nc3c(c2c1C#N)CC(=O)N3C12CC3CC(CC(C3)C1)C2	1	-2	-2	92	.	0	-6	-22	-19	-1.0
NC(=O)C1CCN(c2oc(-c3ccc(F)cc3)nc2S(=O)(=O)c2ccccc2)CC1	1	-4	2	97	5	5	-6	1	-8	-3.9
COc1ccc(C(CNC(=O)C(CCSC)NC(=O)c2ccccc2OC)N2CCCCC2)cc1 (centres undefined)	-3	-2	-1	109	2	-1	-2	-1	-2	-2.6
Cc1ccccc1Oc1nc(-c2ccccn2)nc2ccccc12	10	-3	-8	87	-3	-4	-2	6	-6	0.5
CCOC(=O)C1(Cc2cccc(Cl)c2)CCCN(C2CCN(C(C)=O)CC2)C1 (centres undefined)	3	2	1	99	1	-5	-4	0	0	0.7
CC1=CCC(C(=O)O)(C(=O)N/N=C/c2cccnc2)C(c2ccccc2)C1 (centres undefined)	-2	-2	2	91	1	4	-5	-2	-8	1.9
COc1ccccc1N=NC1=C(O)CC(C)(C)CC1=O	3	-1	-3	100	6	-1	0	1	5	-2.5
Cc1ccc2c(c1)N(CCC(=O)NCC1CCCO1)C(=O)CO2 (centres undefined)	-2	-1	-2	100	3	0	-3	-3	2	-1.6
CC(C)(C)OC(=O)N1CCCC(C(=O)Nc2cccc(C(=O)NCCCCc3ccccc3)c2)C1 (centres undefined)	17	2	1	95	-2	-3	-6	-7	-2	0.2
CCc1cccc(NC(=O)CSCc2cc(=O)[nH][nH]2)c1	-12	4	-6	94	1	-2	-4	-18	11	-0.7
CCOC(=O)c1cc(-c2ccccc2)n(CC(=O)Nc2ccc(OC)cc2)c1C	-3	-4	0	100	0	5	-4	3	-7	-1.3
Cc1ccc(OCCNC(=O)CCc2ccccc2)cc1C	1	-4	3	100	-2	8	-5	-7	1	4.3
C[C@H](CO)N1C[C@H](C)[C@@H](CN(C)S(=O)(=O)c2cccs2)Oc2c(NS(=O)(=O)c3ccc(F)cc3)cccc2C1=O	13	5	1	102	1	1	-6	0	19	-1.2
CCCC(=O)N1CCCC1(C)C(=O)Nc1ccc2c(c1)CCN2C(C)=O (centres undefined)	6	4	-2	102	1	19	-8	2	0	0.3
Cc1[nH]nc2c1C1(C(=O)N(Cc3ccc(Cl)cc3)c3ccccc31)C(C#N)=C(N)O2 (centres undefined)	-19	-1	2	98	-5	-2	-4	-1	-7	0.0
CCN1CCc2nc(SCC(=O)Nc3ccc(OC)cc3)c(C#N)cc2C1	-5	-4	-4	99	0	1	.	0	2	-1.8

# (list continues)
Molecule	PDI inh	Granule exo inh	HTR2A ag	ABCB6 inh MLPCN	Glyco luc inh	MC4R antagonist	CaV13 ICDI inh	ABHD5-PLIN5 inh	Cardio protect	MC4R ag barr
CN(C)C1(CNC(=O)CC(NC(=O)c2ccccc2Cl)c2ccccc2)CCCCC1 (centres undefined)	6	25	0	99	1	-4	-4	-4	0	-0.6
CC(C)(C)NC(=O)CN(C(=O)CN1C(=O)C(=O)c2ccccc21)C(C)(C)C	5	-3	-1	93	1	-7	1	-2	-6	-3.9
COc1cccc(NC(=O)Cn2c(=O)n(-c3ccccc3)c(=O)c3sccc32)c1	-1	-2	-4	94	5	0	-6	-1	-8	0.7
O=C(CCN1C(=O)c2ccccc2C1=O)NCc1cccc(Cl)c1	7	-2	1	100	3	2	-4	12	-5	-1.0
COCCn1c(SCC(=O)Nc2ccc3c(c2)OCCO3)nc2c(c1=O)SC(C)C2 (centres undefined)	.	-2	3	101	7	-7	-3	4	-8	1.6
CCn1c(CCC(=O)O)nc2cc(S(=O)(=O)N3CCOCC3)ccc21	-13	1	-3	99	2	-1	-5	2	-1	-0.4
CCCCn1c(=O)n(C)c(=O)c2c(C(F)(F)F)cc(-c3ccncc3)nc21	-2	-3	3	82	3	5	-4	1	-3	-0.4
O=c1cc(O)c2ccccc2n1Cc1ccccc1	-5	-1	-1	99	1	3	0	-5	3	-0.8
Cc1ccc(S(=O)(=O)n2c(N)nc3cc(C)c(C)cc32)cc1	0	19	0	101	-1	2	-6	-4	-22	0.4
CCCc1cc(=O)n2[nH]c(-c3ccco3)nc2n1	-1	7	2	89	3	3	-7	-4	-3	0.8

# Ordered by SMILES length (smallest number first): part of the list above.
Molecule	PDI inh	Granule exo inh	HTR2A ag	ABCB6 inh MLPCN	Glyco luc inh	MC4R antagonist	CaV13 ICDI inh	ABHD5-PLIN5 inh	Cardio protect	MC4R ag barr
CCCc1cc(=O)n2[nH]c(-c3ccco3)nc2n1	-1	7	2	89	3	3	-7	-4	-3	0.8
CCCCn1c(=O)n(C)c(=O)c2c(C(F)(F)F)cc(-c3ccncc3)nc21	-2	-3	3	82	3	5	-4	1	-3	-0.4
CC(C)(C)NC(=O)CN(C(=O)CN1C(=O)C(=O)c2ccccc21)C(C)(C)C	5	-3	-1	93	1	-7	1	-2	-6	-3.9
